Screening data (PubChem BioAssay)
mHtt clearance – mutant huntingtin protein clearance. HeLa Exon1htt(103Q)mCFP, aggregate imaging; zero = plate's median compound well. inhibition, % at 1.5 µM. hit rate 0.42% among 47,000;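 active means inhibition of aggregate fluorescence above about 70%, also judged a hit by eye on the cell image, limit read from the data, passing the limit was not always enough; inconclusive means no rule stated for this call; inactive means not judged a hit on image review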;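 further: cells exposed to compound for three days before fixation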
mHtt clearance grain fraction – second read-out of mHtt clearance, no call of its own (marks repeat the call); fraction fluorescence in grains; measured here: aggregate grain fluorescence fraction; active compounds read low;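 scaled fraction of total cell fluorescence in grains with unit not stated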
Numbers without * were called inactive; i = inactive; u = inconclusive; x = no result given. The list is partial. The share of hits here may be higher or lower than overall.

SMILES	mHtt clearance	mHtt clearance grain fraction
CCOc1ccc(NC(=O)N2CCC(NC(=O)c3ccco3)CC2)cc1	-16	49
COc1cccc(NC(=O)C(C#N)Cc2ccncc2)c1 (configuration not stated)	15	31
O=C(c1cccnc1)N1CCN(CCCc2ccccc2)CC1	-24	25
Nc1nnn(Cc2ccccc2)n1	-96	38
O=C(c1cc2c(s1)-c1ccccc1S(=O)(=O)C2)N1CCN(Cc2ccccc2)CC1	4	35
CCOC(=O)CSc1cn2c(n1)CCC2	-2	22
CCCCn1nnnc1NCc1ccc(C)s1	-35	24
CCCOc1ccc(/C(O)=C2/C(=O)C(=O)N(c3cc(C)on3)C2c2ccc(C(=O)OC)cc2)cc1 (configuration not stated)	-89	39
Cc1cc(C)c2c(c1)cc(C)c1nnc(SCC(=O)Nc3cc(C)on3)n12	-8	38
O=c1c2c(nc3cc(-c4cccc(Cl)c4)[nH]n13)CCC2	16	32
CC(=O)N1CCN(c2nc(CC(C)C)c3c(c2C#N)CCC3)CC1	-29	55
O=C(NCc1ccco1)c1nnc(Cc2ccc(Cl)cc2)o1	-422	236
O=C(Cc1c(F)cccc1Cl)c1ccc(O)cc1O	24	33
CCOC(=O)c1cc(NC(=O)Nc2ccc(OC)c(OC)c2)c(C)nc1C	7	17
Cc1cc(C(=O)N/N=C/c2ccccc2Br)no1	46	18
Cc1cc(Cl)ccc1OCC(=O)Nc1ccccc1CO	43	11
COCCNC(=O)c1cc(-c2ccc(OC)c(OC)c2)on1	-3	20
Cc1cc(SCC(=O)c2ccccc2)nc(C)n1	-3	21
O=c1[nH]c(CN2CCN(C/C=C/c3ccccc3)CC2)nc2ccccc12	-28	24
COc1ccc(OC)c(N(CC(=O)Nc2ccc(NC(C)=O)cc2)S(C)(=O)=O)c1	-49	28
CC(=O)C1=C(O)C(=O)N(CCC(=O)O)C1c1ccccc1Cl (configuration not stated)	-377	147
O=c1cnnc(NCc2ccccc2)[nH]1	22	15
Cc1onc(-c2ccccc2)c1C(=O)N1CCOCC1	44	11
CC1(C)Cc2c(C#N)c(SCC(=O)c3ccccc3)nc(N3CCOCC3)c2CS1	-18	23
CCOC(=O)c1c(NC(=O)CSc2nnc(CNc3ccc(F)cc3)o2)sc(C)c1C	39	21
Cc1ccc(-c2ccc(CCC(=O)O)n2-c2ccc(O)cc2)cc1	-13	43
Cc1ccc(CNC(=O)CCCn2c(=O)[nH]c3ccccc3c2=O)cc1	6	29
CCOC(=O)C1=C(c2ccccc2)O/C(=C(\C(=O)OC)C(F)(F)F)S1	13	20
Cc1ccccc1OCC(=O)NCC1CCCO1 (configuration not stated)	38	12
COc1ccc(-c2cc(C(=O)N3CCN(C(c4ccccc4)c4ccccc4)CC3)no2)cc1	9	19
CC(=O)Nc1ccc(C(=O)Cn2nnc3ccccc3c2=O)cc1	-6	47
COC(=O)c1c(NS(=O)(=O)c2ccc(C)cc2)sc2c1CCC(C)C2 (configuration not stated)	-38	28
CCCCN(C(=O)Cc1cccs1)c1nnc(-c2cccnc2)s1	-45	29
COc1ccc(N2C(=O)C3CCCN3C2c2cccc(F)c2)cc1Cl (configuration not stated)	-70	54
CCOc1ccc(NC(=O)c2ccco2)cc1	-54	29
Nn1c(SCC(=O)N2CCN(S(=O)(=O)c3ccc(Cl)cc3)CC2)nnc1-c1cccs1	-20	23
COc1cccc(CNC(=O)C2CCN(S(=O)(=O)c3ccc(F)cc3)CC2)c1	-25	20
COC(=O)C1=C(C)Nc2nnnn2C1c1ccc(Cl)cc1Cl (configuration not stated)	-18	23
COc1ccccc1CN1CCCC(C(=O)N(C)Cc2ccccc2)C1 (configuration not stated)	13	15
CC1CCCCN1C(=O)c1cnn2c(C(F)(F)F)cc(-c3ccco3)nc12 (configuration not stated)	-2	35
CC(C)CCNC(=O)C(c1ccco1)N(CC1CCCO1)C(=O)Cn1nnc2ccccc21 (configuration not stated)	35	14
COc1cccc(NC(=O)N2CCCC2C(=O)NCC(C)C)c1 (configuration not stated)	34	25
Brc1ccc(NCc2nnc3n2CCCCC3)cc1	18	15
Cc1[nH]nc2c1C(c1cccc(OC(=O)N3CCOCC3)c1)C(C#N)=C(N)O2 (configuration not stated)	5	19
Cc1ccccc1C(=O)N=c1c(C#N)cc2c(=O)n3cccc(C)c3nc2n1Cc1ccco1	-9	17
Cn1nc(C(=O)Nc2cccc(C(F)(F)F)c2)ccc1=O	12	17
CC(=O)c1cc(F)c(N2CCN(CCC#N)CC2)cc1C	5	18
CC1(C)CC(=O)C(C=Nc2cccnc2)=C(O)C1	14	32
CCc1cc(=O)n2[nH]c(C)c(-c3ccccc3OC)c2n1	-25	40
CCCCn1nnnc1SCC(=O)N1CCN(C(=O)c2ccco2)CC1	-44	64
New compounds follow.
SMILES	mHtt clearance	mHtt clearance grain fraction
CC1=C(C#N)C2C(/C1=N/O)C2(C)C (configuration not stated)	17	36
CCCCNC(=O)OCCNC(=O)Oc1cccc(C)c1	-12	38
COc1ccc(C(=O)n2nc(-c3ccccc3)nc2N)cc1OC	64	7.3
CCc1nnc(NC(=O)c2ccc(S(=O)(=O)N(CCOC)CCOC)cc2)s1	-10	53
CCCSc1nc2c(cnn2-c2ccc(Cl)cc2)c(=O)[nH]1	-179	109
Cc1cc(C)nc(NC(=O)c2cc3ccccc3o2)n1	-2	19
Cc1ccc(Cl)cc1N1CCN(CC(=O)Nc2ccc3[nH]c(=O)[nH]c3c2)CC1	2	20
CCCCOC1(c2ccccc2)OC(=O)c2ccccc21 (configuration not stated)	-29	43
CCOC(=O)CSc1nnc(CNC(=O)Cc2ccccc2)n1C	2	19
O=C(c1ccc(Cl)cc1)c1cnc(-c2ccc(Cl)cc2)s1	0	38

Four entries picked at random from the list so far, as already listed:
SMILES	mHtt clearance	mHtt clearance grain fraction
CCCCNC(=O)OCCNC(=O)Oc1cccc(C)c1	-12	38
CCCCOC1(c2ccccc2)OC(=O)c2ccccc21 (configuration not stated)	-29	43
CCCSc1nc2c(cnn2-c2ccc(Cl)cc2)c(=O)[nH]1	-179	109
CCc1nnc(NC(=O)c2ccc(S(=O)(=O)N(CCOC)CCOC)cc2)s1	-10	53

Additional results follow.
SMILES	mHtt clearance	mHtt clearance grain fraction
CSc1nc(C2CC2)cc(-c2cccs2)c1C#N	-108	76
Cc1ccc2oc(=O)c3cnn(CC(=O)N(CCC(C)C)Cc4ccco4)c3c2c1	18	40
Cc1cc(Cl)cc(Br)c1OCCNCC(C)O (configuration not stated)	-49	26
Cc1c(Cc2ccccc2)sc(NC(=O)c2ccco2)c1C(N)=O	-10	20
CCOCCCNS(=O)(=O)c1ccc(OC)c(Cl)c1Cl	-91	37
O=C(CC(c1ccccc1)c1cc(Br)ccc1O)NCc1ccco1 (configuration not stated)	-58	30
COc1ccc(C(=O)Nn2c(C3CCC3)nc3ccccc3c2=O)c(OC)c1	17	15
CCC(=O)Nc1cccc(-c2nnc(SCC(=O)c3ccccc3)n2C)c1	9	37
CCCN=C(Nc1ccc(Cl)cc1)c1cccnc1	15	33
Nc1c(S(=O)(=O)c2ccccc2)c2nc3ccccc3nc2n1/N=C/c1ccco1	-29	48
COc1ccc(N2C(=O)CC(Sc3nccc(C)n3)C2=O)cc1 (configuration not stated)	13	18
Cc1cc(=O)[nH]c(SCC(=O)Nc2ccc(S(=O)(=O)N3CCOCC3)cc2)n1	-9	44
CCOC(=O)C(/C=N/c1cc(C)nn1-c1ccccc1)=C(\C)O	i	204
O=C(Nc1ccc(OC(F)(F)F)cc1)C1CCCN(S(=O)(=O)c2cccnc2)C1 (configuration not stated)	26	13
CCCn1c(SCC(=O)c2ccc(CC)cc2)n[nH]c1=O	17	33
CC(C)(C)OC(=O)N1CCC(C(=O)N2CCC[C@H]2C(=O)O)CC1	4	17
Clc1cc(Cl)cc(CSc2nnc(-c3sccc3-n3cccc3)o2)c1	-10	32
CCCCc1nc(NCCNC(=O)c2ccco2)c(C#N)c2c1CSC(C)(C)C2	16	32
c1ccc(-c2nc(NCCCn3ccnc3)c3oc4ccccc4c3n2)cc1	12	35
O=C(O)C1CC=CCC1C(=O)Nc1cccc(F)c1 (configuration not stated)	17	14
CC1=C(C)C(=O)NC(Nc2nc(C)c3cc(C)cc(C)c3n2)N1 (configuration not stated)	-28	56
C(=N\n1cnnc1)/c1ccc(OC2CSC2)cc1	64	15
Cc1ccc(N(CC(=O)Nc2ccc3c(c2)OCCO3)S(=O)(=O)c2c(C)noc2C)cc1	-8	31
CCOC(=O)c1nnn(-c2nonc2N)c1-c1cccc2ccccc12	25	28
C(=C\c1ccccc1)/C=N/Nc1nc(N2CCCCC2)nc(N2CCCCC2)n1	17	24
Cc1ccc(OCc2nnc(SCC(=O)O)n2N)cc1	-34	48
Cc1cc2nc(SCC(=O)O)nc(C)c2cc1C	51	9.4
COCCn1c(SCC(=O)NC(=O)NCc2ccccc2)nc2ccccc21	-4	41
CCN(CC)c1nc(SCCOC(=O)Nc2ccccc2)nc(N(CC)CC)n1	14	18
CCOc1ccc(N(CC(=O)NCc2ccc(OC)cc2)S(=O)(=O)c2c(C)noc2C)cc1	0	37
Cc1cc2ncn(CCCCOc3ccccc3)c2cc1C	-22	24
COC(=O)c1cc2sc(Cl)cc2n1CC(=O)Nc1cccc(SC)c1	-13	42
O=C(Nc1ccc(-c2nc3ccccc3[nH]2)cc1)C1CCCO1 (configuration not stated)	-14	20
CCOC(=O)c1c(C)[nH]c(C(=O)OC/C(O)=C(\C#N)c2nc3ccccc3[nH]2)c1C	-6	37
Cc1cc(-c2ccccc2)c2c3c(cn2n1)c(=O)n(C)c(=O)n3C	-25	26
c1ccc(Nc2nc(-c3ccncc3)cs2)cc1	60	7.3
CC(=O)N1CCc2c(sc(NC(=O)c3ccc(S(=O)(=O)N(C)C)cc3)c2C#N)C1	-23	41
CNC(=O)CN(C)S(=O)(=O)c1ccc(OC)c(Cl)c1	34	13
O=C(Nc1ccc(CN2CCCCC2)cc1)c1ccc2c(c1)OCO2	-16	23
CCCS(=O)(=O)N1CCC(C(=O)NC2CCCC(C)C2C)CC1 (configuration not stated)	-54	33
O=C1C2ON(c3ccc(Cl)cc3)C(c3ccco3)C2C(=O)N1c1ccccc1 (configuration not stated)	14	16
CCOc1ccc(CC(=O)Nc2ccc(S(=O)(=O)Nc3cc(C)on3)cc2)cc1OCC	25	25
CCCc1nnc(SCc2ccc(C(=O)OC)o2)n1N	1	17
N#Cc1ccc(NC(=O)c2nc(-c3ccccc3)n(-c3ccccc3)n2)cc1	18	15
COc1ccc(Cn2c(CCC(=O)NCc3ccco3)nc3cccnc32)cc1	-2	41
CC(Sc1ccsc1[N+](=O)[O-])C(=O)NCCc1ccc(Cl)cc1 (configuration not stated)	-8	23
Cn1c(CNC2CCCCC2)c(C#N)c2ccccc21	-24	49
O=C(NS(=O)(=O)c1ccccc1)c1ccccc1F	56	8.5
COC(=O)c1cn(CC(=O)NCc2ccco2)c2ccccc12	7	16
Oc1ccc(Cl)cc1-c1cc(-c2ccccc2)n[nH]1	52	16

The last 6 records of the section above come first, to join the parts:
SMILES	mHtt clearance	mHtt clearance grain fraction
COc1ccc(Cn2c(CCC(=O)NCc3ccco3)nc3cccnc32)cc1	-2	41
CC(Sc1ccsc1[N+](=O)[O-])C(=O)NCCc1ccc(Cl)cc1 (configuration not stated)	-8	23
Cn1c(CNC2CCCCC2)c(C#N)c2ccccc21	-24	49
O=C(NS(=O)(=O)c1ccccc1)c1ccccc1F	56	8.5
COC(=O)c1cn(CC(=O)NCc2ccco2)c2ccccc12	7	16
Oc1ccc(Cl)cc1-c1cc(-c2ccccc2)n[nH]1	52	16
CCOC(=O)c1cnn(-c2cc(C)nc3c(-c4ccc(Cl)cc4)c(C)nn23)c1N	-2	31
CC(C)CC(=O)Nc1cccc(-c2nc3ccccc3o2)c1	-19	26
COc1ccc(CN(C(=O)c2cccs2)c2nccs2)cc1OC	23	15
CCO/C(C)=C1\C(=O)Nc2ccccc21	-8	43
Cn1cnnc1SC(C(=O)Nc1cccc(C(F)(F)F)c1)c1ccccc1 (configuration not stated)	4	22
COCCCNC(=O)c1ccc(N(C)S(C)(=O)=O)cc1	0	17
O=C(CSC1CCCCC1)Nc1nccs1	20	14
CCOc1cc(C2NC(=O)NC(O)(C(F)(F)F)C2C(=O)c2ccc(Cl)cc2)ccc1O (configuration not stated)	48	11
COc1cccc(Cn2nnc(C(=O)NCCc3ccc(Cl)cc3)c2N)c1	-19	62
CN(c1ccc(OCc2nnc(-c3ccccc3)o2)cc1)S(=O)(=O)c1ccccc1	-17	19
COc1ccc2cc(C(=O)NCc3ccco3)c(=O)oc2c1	58	8.1
CS(=O)(=O)N(Cc1ccccc1)c1ccc(C(=O)NCc2ccccc2)cc1	u	x
O=C(CCCn1c(=S)[nH]c2ccsc2c1=O)NCc1ccco1	42	22
COC(=O)c1ccc(-n2nnnc2SCC(=O)Nc2cc(OC)ccc2OC)cc1	-28	27
O=C(Cc1cccs1)Nc1ccon1	-10	24
Cc1sc(-c2ccncc2)nc1OC(=O)c1ccc(Cl)cc1	42	24
Cc1ccc(Cn2ncc3c(N4CCN(Cc5ccc(Cl)cc5)CC4)ncnc32)cc1	-16	40
CC(NC(=O)CSc1nnc(-c2cccc(S(=O)(=O)N3CCCCC3)c2)o1)C12CC3CC(CC(C3)C1)C2 (configuration not stated)	29	13
Cc1ccc(-n2c(C)cc(C(=O)CSc3nnnn3C)c2C)cc1	10	31
COc1ccc(OC)c(C2C(C#N)=C(N)Oc3c2c(C)nn3-c2ccc(C)cc2)c1 (configuration not stated)	-4	42
Cc1ccc(CNC(=O)COC(=O)c2c(C)noc2C)cc1	14	17
CS(=O)(=O)N(CC(=O)NCc1ccccn1)c1ccc2c(c1)OCCO2	-97	38
Cc1ccc2[nH]c(=O)c(C(c3nnnn3CC3CCCO3)N3CCCc4ccccc43)cc2c1 (configuration not stated)	24	14
C=CCc1c(C)nc(C)nc1N/N=C/c1ccc(N(C)C)cc1	-9	25
